# TDP1 cell CPT: DT40-hTDP1 cell growth loss with CPT. chicken DT40 Tdp1-/-;hTDP1 cells + 20 nM CPT, ATP luminescence, 48 h. Potency, µM (doses to about 46.2 µM), without a hit: at the highest dose activity change, negative = growth inhibition, hits mostly inhibitors. hit rate 12% among 420,000; note: nearly all actives have a fitted effect of over 55% in size
#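 Chicken DT40 Tdp1-/- cells complemented with human TDP1, 400 cells/well, exposed to compounds plus 20 nM camptothecin for at least 48 h at 37 C; viability read as ATP content by CellTiter-Glo luminescence.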
# DT40 TDP1 no CPT: qHTS for Inhibitors of human tyrosyl-DNA phosphodiesterase 1 (TDP1): qHTS in cells in absence of CPT. AID 686978, 2013. Potency, µM (titrated, usually from 46.2 µM), inactives show at the top dose activity change, negative = growth inhibition, most hits filed as inhibitors. DT40 Tdp1-/- hTDP1 cells, no CPT, ATP luminescence, 48 h. hit rate 15% among 420,000; note: nearly all actives have a fitted effect of over 55% in size
#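 Readout: luminescence from CellTiter-Glo after 30 min in the dark at RT. Cells: DT40 Tdp1-/- with stable hTDP1, 400/well. Exposure: compounds alone, ≥48 hr, 37 °C.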
# TDP1 block: TDP1 (human) enzyme inhibition. Potency, µM (highest dose often 130 µM), inactives show at the top dose activity change, negative = inhibition, usual class: inhibitors. AID 485290. Q9NUW8. hit rate 0.28% among 350,000. recombinant TDP1, AlphaScreen DNA substrate cleavage; note: nearly all actives have a fitted effect of over 40% in size
# Target sequence (Q9NUW8 whole entry, looked up): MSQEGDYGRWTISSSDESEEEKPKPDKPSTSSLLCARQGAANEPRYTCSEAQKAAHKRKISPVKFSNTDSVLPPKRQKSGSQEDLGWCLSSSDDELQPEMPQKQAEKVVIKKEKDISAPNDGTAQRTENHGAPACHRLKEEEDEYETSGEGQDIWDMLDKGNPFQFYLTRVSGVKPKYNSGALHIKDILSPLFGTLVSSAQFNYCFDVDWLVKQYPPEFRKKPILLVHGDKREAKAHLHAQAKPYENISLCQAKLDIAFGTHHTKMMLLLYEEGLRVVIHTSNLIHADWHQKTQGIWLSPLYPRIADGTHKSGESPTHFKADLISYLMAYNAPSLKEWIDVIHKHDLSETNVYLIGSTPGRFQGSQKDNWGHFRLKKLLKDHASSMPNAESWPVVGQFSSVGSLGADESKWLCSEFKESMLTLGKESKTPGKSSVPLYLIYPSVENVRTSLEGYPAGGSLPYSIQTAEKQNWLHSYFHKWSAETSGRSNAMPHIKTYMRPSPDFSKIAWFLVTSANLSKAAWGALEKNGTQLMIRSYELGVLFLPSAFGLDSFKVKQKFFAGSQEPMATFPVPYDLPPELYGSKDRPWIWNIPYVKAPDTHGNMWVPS
#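 Enzyme-compound mixtures sat 15 min at room temperature, followed by a 5 min reaction with 15 nM final substrate and 10 min with AlphaScreen beads. Recombinant human Tdp1 was used at 1 nM final.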
# Numbers without * were called inactive; ? = inconclusive; . = no result given; [ ] = remark or other dose. Calls come from the whole dose curve; as a rule, active = well fitted curve in the direction sought with a large enough effect; inconclusive = small, poorly fitted or top-dose-only effect, or another doubt; inactive = no such curve, though single readings can be large; an effect the other way counts as inactive or inconclusive. % is set by controls: 0 for no effect and ±100 for the full control effect; potency is the fitted concentration of half-maximal effect.
smiles	TDP1 cell CPT	DT40 TDP1 no CPT	TDP1 block
CSc1ccc(OC2(C)CCN(Cc3ccc(OC(C)C)cc3)C2)cc1 (configuration not stated)	?	?	.
Cc1ccc(Cn2ccnc2SCC(=O)NCc2ccc(F)cc2)cc1	?	-16%	4%
CC(=O)Nc1ccc(C)c(NS(=O)(=O)c2cccc(C(F)(F)F)c2)c1	7%	0%	6%
CCCCn1c(O)c(N=NC(=O)c2ccco2)c2ccccc21	?	18µM*	0%
CCOc1ccc(OCCSc2nnnn2-c2ccccc2)cc1	-1%	-18%	-2%
COc1ccc(N(C(C)=O)C2C=CS(=O)(=O)C2)c(OC)c1 (configuration not stated)	1%	2%	3%
Cc1ccc(-n2ccc(-c3nn(-c4ccccc4)ccc3=O)n2)cc1	-27%	?	-1%
O=C(c1cc(COc2c(F)cccc2F)on1)N1CCSCC1	-15%	-2%	5%
CCc1nc(N2CCC3(CC2)OCCO3)c2nnn(Cc3ccccc3)c2n1	-15%	?	-8%
O=C1NC2(CCCC2)C(=O)N1CC(=O)N(Cc1ccccc1)c1ccccc1	-14%	?	-4%
CCOC(=O)C(CC)Sc1nnc2cc(C)c3ccccc3n12 (configuration not stated)	?	?	.
Cc1ccc(Cc2nnc(SCC(=O)Nc3ccccc3)[nH]c2=O)cc1	?	-3%	0%
Cc1ccc(SCc2c(C(=O)N/N=C/c3ccc(C)o3)nnn2-c2nonc2N)cc1	-24%	?	.
Cc1ccc(/C=N/N2CCCCC2)o1	-14%	?	5%
CC(=O)Nc1ccc(S(=O)(=O)Oc2ccc(/C=N/N=C3/NC(=O)C(CC(=O)O)S3)cc2)cc1 (configuration not stated)	-19%	-11%	-5%
COC(=O)C(Cc1c[nH]c2ccccc12)N1CCS(=O)(=O)CC1 (configuration not stated)	1%	-22%	3%

# Part of the list above, field by field.
O=C1NC2(CCCC2)C(=O)N1CC(=O)N(Cc1ccccc1)c1ccccc1
  TDP1 cell CPT: -14%
  DT40 TDP1 no CPT: ?
  TDP1 block: -4%

CCOC(=O)C(CC)Sc1nnc2cc(C)c3ccccc3n12 (configuration not stated)
  TDP1 cell CPT: ?
  DT40 TDP1 no CPT: ?
  TDP1 block: .

# New compounds follow
smiles	TDP1 cell CPT	DT40 TDP1 no CPT	TDP1 block
O=C(CCN1CCN(Cc2ccccc2)CC1)NNC(=O)Nc1cccc([N+](=O)[O-])c1	-2%	8%	0%
Cc1ccc(C)c(C(=O)COC(=O)C2CCN(c3ccc(C(F)(F)F)cn3)CC2)c1	-5%	?	-10%
CCn1c(=O)cc(OCC(=O)N2CCc3ccccc32)c2ccccc21	-2%	-14%	-3%
COc1ccc(S(=O)(=O)N(Cc2ccccc2)Cc2nc3ccccc3c(=O)[nH]2)cc1	4.6µM*	5.2µM*	6%
C=CCN1C(=O)/C(=C\c2cccs2)C(C(=O)OC)=C1C	-23%	-20%	3%
CC(=O)c1ccc(NC(=O)C2CCC(C)(C(=O)O)C2(C)C)cc1 (configuration not stated)	11%	-2%	1%
CCc1nn2c(=O)cc(CSCC(=O)Nc3ccccc3F)nc2s1	-3%	11%	1%
O=C1NC[C@@H](CCCCN2C[C@H](Cc3ccc(O)cc3)N(CCc3ccc(O)cc3)C(=O)C2=O)N(CCc2ccc(O)cc2)C1=O	3%	-8%	.
Cc1ccc(NS(=O)(=O)c2cn(C)c(=O)n(C)c2=O)c(C)c1	-6%	-1%	.
CCOC(=O)Cc1csc(NC(=O)c2sc3nc4c(C)cc(C)cc4cc3c2N)n1	?	18µM*	-3%
c1ccc2c(-c3cnc4cccnn34)cncc2c1	?	-28%	.
CC(CN1CCCCC1)NC(=O)c1scnc1-c1ccccc1 (configuration not stated)	-9%	-4%	.
N#Cc1ccccc1OCC(=O)N1CCN(c2ccccc2)CC1	-12%	0%	3%
O=C(NCCNc1ccc([N+](=O)[O-])cc1)c1ccccc1Br	2%	-25%	8%
COc1ccc(NC(=O)CN2CCCCC2)c([N+](=O)[O-])c1	13µM*	13µM*	4%
CC(NC(=O)c1cc2cc(F)ccc2[nH]1)c1ccccc1 (configuration not stated)	18µM*	?	.

# Shown with each value named: entries from further up.
Cc1ccc(Cn2ccnc2SCC(=O)NCc2ccc(F)cc2)cc1
  TDP1 cell CPT = ?; DT40 TDP1 no CPT = -16%; TDP1 block = 4%
CCOC(=O)C(CC)Sc1nnc2cc(C)c3ccccc3n12 (configuration not stated)
  TDP1 cell CPT = ?; DT40 TDP1 no CPT = ?; TDP1 block = .
c1ccc2c(-c3cnc4cccnn34)cncc2c1
  TDP1 cell CPT = ?; DT40 TDP1 no CPT = -28%; TDP1 block = .

# (listing goes on)
smiles	TDP1 cell CPT	DT40 TDP1 no CPT	TDP1 block
CN(Cc1cnn(-c2ccccc2)c1)C(=O)c1cccc(S(=O)(=O)N(C)c2ccccc2)c1	18µM*	16µM*	.
O=C(Cn1c(=O)c2sccc2n(Cc2ccc([N+](=O)[O-])cc2)c1=O)NCCc1ccccc1	?	13µM*	3%
O=C(NCC1CCCO1)c1ccc(Cl)c(NS(=O)(=O)c2ccc(F)cc2)c1 (configuration not stated)	-20%	-14%	.
CCOCC(O)COc1ccc(NC(=O)CC[S+](C)C)cc1 (configuration not stated)	-2%	-2%	.
O=C(Nc1ccc2c(c1)OCCO2)C1CCN(S(=O)(=O)c2ccc3c(c2)OCCO3)CC1	-28%	-29%	0%
O=C(COC(=O)c1nc(Cl)c(Cl)c(Cl)c1Cl)NCc1ccccc1	?	-16%	-1%
O=C(NCc1cccs1)c1nn2cccnc2c1Cl	11%	-8%	5%
O=C(Cc1ncon1)Nc1ccc(F)c(F)c1F	4%	4%	6%
Cn1cc(S(=O)(=O)NCCc2ccccc2)c(=O)n(C)c1=O	-9%	-5%	2%
CCOC(=O)c1c(C)cc(C)[nH]c1=O	-4%	0%	0%
CCOC(=O)C1C(=O)NC(N2CCOCC2)=NC1c1ccco1 (configuration not stated)	6%	8%	0%
O=C(C1=C(O)C(=O)N(CC2CCCO2)C1c1ccccc1F)c1ccco1 (configuration not stated)	1%	-26%	.
CC(=O)/C(=N\Nc1ccccc1)Oc1ccc(Br)cc1	-16%	?	.
O=C(c1ccc(=O)[nH]c1)N1CCN(S(=O)(=O)c2ccc3ccccc3c2)CC1	9%	1%	0%
N#Cc1cccc(NC(=O)N2CC[C@@]3(CCCN(C(=O)c4ccncc4)C3)C2)c1	7%	0%	.
CC1CN(c2nc3ccccn3c(=O)c2/C=C(\C#N)C(N)=O)CC(C)O1 (configuration not stated)	-2%	-3%	3%
COc1ccc(S(=O)(=O)n2nc(-c3cc(OC)c(OC)c(OC)c3)cc2N)cc1OC	-1%	?	5%
CCCSCCCNC(=O)c1ccc(C)c(NC(=O)C2=C(C)OCCS2)c1	?	?	.
CC(=O)Nc1c(C)nn(-c2ccccc2)c1N1CCC(C(=O)Nc2ccc(F)cc2Cl)CC1	-15%	-28%	5%
COCCNC(=O)/C(C#N)=C/c1c(N2CCN(c3cccc(Cl)c3)CC2)nc2c(C)cccn2c1=O	16µM*	23µM*	.
CC1(C)CC(=O)C=C(NCCN2CCN(C(=O)Nc3ccccc3)CC2)C1	-11%	0%	-1%
COc1cc([N+](=O)[O-])ccc1NC(=S)Nn1cnnc1	-24%	8%	7%
C=CCC[C@@H](Cc1ccc(F)cc1)C(=O)OC[C@@H](Cc1ccccc1)NC(=O)[C@@H](CC=C)CC(=O)N[C@@H](CO)Cc1ccccc1	?	?	1%
CC12CCC(C(=O)N3CCCc4ccccc43)(CC1=O)C2(C)C (configuration not stated)	-8%	-11%	2%

# Some values from above:
# CC1CN(c2nc3ccccn3c(=O)c2/C=C(\C#N)C(N)=O)CC(C)O1 (configuration not stated) | DT40 TDP1 no CPT: -3%
# C=CCC[C@@H](Cc1ccc(F)cc1)C(=O)OC[C@@H](Cc1ccccc1)NC(=O)[C@@H](CC=C)CC(=O)N[C@@H](CO)Cc1ccccc1 | TDP1 block: 1%
# Cn1cc(S(=O)(=O)NCCc2ccccc2)c(=O)n(C)c1=O | TDP1 cell CPT: -9%
# O=C(COC(=O)c1nc(Cl)c(Cl)c(Cl)c1Cl)NCc1ccccc1 | DT40 TDP1 no CPT: -16%

# The results go on.
# Values run as follows: TDP1 cell CPT, DT40 TDP1 no CPT, TDP1 block
> O=C(CCNC(=O)c1ccc([N+](=O)[O-])cc1)NCCc1ccccc1
 : ?, ?, .
> CCOCCCN(Cc1ccco1)S(=O)(=O)c1csc(C(N)=O)c1
 : -12%, 1%, 2%
> Nn1c(SCC(=O)N2CCCC2=O)nnc1-c1cccs1
 : -1%, 0%, 2%[0.505 µM]
> Cc1ccccc1Nc1nnc(SCC(=O)c2c(N)n(C)c(=O)n(C)c2=O)s1
 : -7%, ?, 2%
> O=C(CN1CCCCC1)NN(Cc1ccccc1)c1ccccc1
 : -6%, -24%, .
> Cc1nnc(SCC(=O)NC(=O)NC(C)C)s1
 : -8%, 0%, 0%
> Cc1nc(C)c(-c2csc(NCCc3ccccc3)n2)s1
 : 15µM*, 13µM*, 9%
> Cc1ccc(Cn2c(CCNC(=O)C(C)C)nc3ccccc32)cc1
 : ?, ?, 5%
> O=C1CC(N2CCN(Cc3ccc(Cl)cc3)CC2)C(=O)N1CCc1ccccc1 (configuration not stated)
 : 15µM*, 18µM*, .
> CCN(CC(=O)NCc1cccs1)S(=O)(=O)c1cccc(Br)c1
 : -27%, ?, 0%
> CC1CC(=O)c2cnc(N3CCOCC3)nc2C1 (configuration not stated)
 : -13%, -14%, 0%
> Cc1cccc(-c2ccc(NC(=O)C3CCN(CC4CC4)CC3)cc2)c1
 : ?, 18µM*, .
> O=C(Oc1ccc(N(Cc2cccs2)C2=NS(=O)(=O)c3ccccc32)cc1)c1ccco1
 : ?, ?, 1%
> CN(C)c1ccc(NS(=O)(=O)c2ccc(Cl)cc2)cc1
 : 18µM*, ?, 0%
> COc1ccc(C2CC(c3c(-c4ccccc4)c4cc(Cl)ccc4[nH]c3=O)=NN2S(C)(=O)=O)cc1OC (configuration not stated)
 : ?, -26%, 6%
> CC(=O)Nc1ccc(NC(=O)COC(=O)c2cc([N+](=O)[O-])ccc2N2CCOCC2)cc1
 : -16%, ?, 2%
> CC(C)CCNC(=O)C(C)N(Cc1ccc(F)cc1)C(=O)c1ccc(CN2CCCCC2)o1 (configuration not stated)
 : -23%, -16%, 5%
> Cl/C(=C\n1cncn1)c1ccc(Cl)cc1Cl
 : -26%, ?, -2%[56.1 µM]
> CCCCNC(=O)N(C)c1nc2ccccc2s1
 : ?, -29%, 1%
> Cc1cc(C)c2nc(N(CCCN(C)C)C(=O)c3ccc(S(=O)(=O)N4CC(C)OC(C)C4)cc3)sc2c1 (configuration not stated)
 : 16µM*, 21µM*, 0%
> CC(c1n[nH]c(=S)n1-c1ccc(Cl)cc1)N(C)C (configuration not stated)
 : -3%, -2%, 1%
> Cc1cc(N2C(=O)c3ccc(C(=O)Nc4ccc(O)cc4C(=O)O)cc3C2=O)no1
 : 4%, 0%, 12%
> O=C(NCCS(=O)(=O)N1CCN(c2ccccc2)CC1)C(c1ccccc1)c1ccccc1
 : ?, ?, -3%
> CC(C)Cn1c2c(c(O)c(C(=O)Nc3nc4ccccc4s3)c1=O)CCCC2
 : ?, ?, 2%
> COc1ccc(CC(=O)N2N=C(c3ccncc3)CC2(O)C(F)(F)F)cc1 (configuration not stated)
 : 5.2µM*, 4.6µM*, 2%
> COc1ccc(CC(=O)OC(C)CN2CCCC2)cc1 (configuration not stated)
 : -3%, 7%, 7%
> Cc1ccccc1C(=O)NC(=S)Nc1sc2c(c1C#N)CCC(C)C2 (configuration not stated)
 : ?, ?, 10%
> c1cn(-c2ccnc(-c3ccc4c(c3)OCO4)n2)cn1
 : -8%, -29%, .
> Cc1cc(C(=O)COC(=O)c2nn(C)c(=O)c3ccccc23)c(C)n1C
 : -9%, -3%, .
> CCc1nc2ccccc2n1CC(=O)NC1CCS(=O)(=O)C1 (configuration not stated)
 : 8%, 4%, 0%
> CN(CCCNC(=O)C1CCC(CNS(=O)(=O)c2ccccc2)CC1)Cc1ccccc1 (configuration not stated)
 : ?, ?, 2%
> C#CCOCCOCCOCCNc1nc(N2CCN(C(=O)Cn3cc(CCO)nn3)CC2)nc(N2CCN(C(=O)[C@H]([C@@H](C)CC)n3cc(CCCCN)nn3)CC2)n1
 : 6%, 6%, .
> CC1Cc2ccccc2N1S(=O)(=O)c1nnc(NC(=O)c2cccc(F)c2)s1 (configuration not stated)
 : ?, ?, 8%
> c1ccc(-c2cc3c(N4CCN(c5ccccc5)CC4)ncnc3s2)cc1
 : ?, 18µM*, 5%
> CCOC(=O)N1CCN(CC(=O)Nc2c(C(=O)OC)[nH]c3cc(C)ccc23)CC1
 : ?, ?, 0%
> CC(C)=CCCC(C)CN1CCC(N2CCC(C(=O)N3CCCC3)CC2)CC1 (configuration not stated)
 : ?, 16µM*, -6%
> CCOCCn1c(=O)c2c(nc3n2CC(C)CN3CCc2ccccc2)n(C)c1=O (configuration not stated)
 : 26µM*, ?, 2%
> CC1CCN(c2ccc(-c3nc(-c4ccccc4)no3)cc2[N+](=O)[O-])CC1
 : ?, ?, 11%

# Screening data (PubChem BioAssay)
